# Assay outcomes (PubChem BioAssay)
# CD40 NFkB inh: CD40 pathway inhibition in BL2 cells. 83,000 tested, 0.94% active. inhibition, % at 10 µM. BL2 NF-kB luciferase reporter, CD40L-induced, 4 h. AID 1053188;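 active = mean inhibition of at least 50% with a set share of replicates also reaching that level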;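 note: 0% = neutral control wells and 100% = IKK inhibitor VII at 50 µM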
# * marks the source's active call; other numbers are inactive results; & = joins results of further samples; [ ] = dose if it differs, or a comment. These rows are one share of the data; count on the stated rates, not on these rows.
SMILES,CD40 NFkB inh
CCCNC(=O)N1[C@@H](C#N)[C@H](c2ccc(-c3cccnc3)cc2)[C@@H]1CO,2[25 µM]
O=C(Nc1ccccc1F)N1CCCCN2[C@@H](CO)[C@@H](c3ccc(C#Cc4cccnc4)cc3)[C@@H]2C1,-4[25 µM]
O=C(OCC(=O)N1CCN(C(=O)c2ccco2)CC1)c1ccccc1,-56
C[C@H](CO)N1C[C@H](C)[C@@H](CN(C)S(=O)(=O)c2ccc3c(c2)OCCCO3)OCc2cn(nn2)CCCC1=O,1[25 µM]
CCOC(=O)C1CCN(C(=O)C(CCSC)NC(=O)COc2ccccc2)CC1 (stereo not drawn),-4
O=C(NCc1nc2ccccc2[nH]1)c1ccc(S(=O)(=O)N2CCOCC2)cc1,1
CCC(=O)c1ccc(OCC(=O)OCC(=O)c2cc(C)n(C)c2C)cc1,18
Cc1noc(C)c1NC(=O)Nc1ccc2c(c1)C(=O)N([C@@H](C)CO)C[C@@H](C)[C@H](CN(C)S(=O)(=O)c1cccs1)OCCCC[C@@H](C)O2,-9[25 µM]
N#C[C@H]1[C@@H](c2ccccc2-c2ccccc2)[C@@H](CO)N1C(=O)Cc1ccncc1,2[25 µM]
COc1ccc2c3c([nH]c2c1)[C@@H](CO)N(Cc1ccc(Cl)cc1)CC31CCN(Cc2nccs2)CC1,34[25 µM]
O=S(CC(O)c1ccccc1)c1ccccc1 (stereo not drawn),-9
O=C(NNS(=O)(=O)c1ccccc1)Nc1ccc(F)cc1,-6
CNCCCOc1cccc(OC(C)C)c1,13
O=C(c1cccc(F)c1)N1C[C@@H]2[C@H](c3ccccc31)[C@@H](CO)N2C(=O)c1ccccn1,3[25 µM]
O=C(C1CCCCC1)N1CCN(c2ncccn2)CC1,22
COc1cccc(CC(=O)Nc2ccc3c(c2)c(=O)n(C)n3-c2ccc(C(C)(C)C)cc2)c1,-3
O=C(COc1ccc(S(=O)(=O)N2CCOCC2)cc1)N1CCN(c2ccccc2)CC1,-2
CN(Cc1cc2ccccc2[nH]c1=O)S(=O)(=O)c1ccccc1,-21
CCCC(=O)Nc1nnc(CC(=O)OCC)s1,4
COc1ccc(N(CC(=O)NCc2cccs2)S(=O)(=O)c2ccc(F)cc2)cc1,12
CN=c1sc2ccccc2n1CC(O)COc1ccccc1 (stereo not drawn),1
C[C@@H]1CN([C@@H](C)CO)C(=O)c2c(c3ccccc3n2C)-c2ccccc2CO[C@H]1CN(C)C(=O)[C@@H]1CCCN1C,-14[25 µM]
CC(=O)N1CCN(C(=O)c2ccc(NS(=O)(=O)c3ccc4[nH]c(=O)[nH]c4c3)cc2)CC1,12
O=C(c1cccc(Br)c1)N1CCN(c2ccc(N3CCOCC3)nn2)CC1,-1
O=C(COc1ccc(F)cc1Br)NCCCN1CCCC1=O,-21

# More records:
SMILES,CD40 NFkB inh
C[C@@H]1CN([C@H](C)CO)C(=O)CCCn2cc(nn2)CO[C@H]1CN(C)S(=O)(=O)c1ccccc1,-8
CC(=O)NCC(=O)N1CCCC(C(=O)c2ccc3c4c(cccc24)CC3)C1 (stereo not drawn),-8
COc1ccc(S(=O)(=O)N2CCN(C(=O)c3cc(C)oc3C)CC2)cc1OC,1
C[C@@H]1CN([C@H](C)CO)C(=O)c2ccccc2-c2ccccc2CO[C@H]1CN(C)C(=O)Nc1ccc2c(c1)OCO2,-13[25 µM]
O=C(CSc1nnc2ccc(-c3cccnc3)nn12)Nc1ccc(F)cc1,-29
Cc1noc(C)c1COc1cccc(C(=O)N2CCN(C/C=C/c3ccccc3)CC2)c1,-3
O=C(Nc1ccccc1F)N1[C@@H]2CNC[C@H]1C2c1ccc(-c2ccccc2)cc1 (stereo partly drawn),0&-7
COc1ccc(-c2ccc3c(c2)[C@@H]2[C@@H](CCN2C(=O)c2ccc4c(c2)OCO4)[C@@H](CO)N3C)cc1,-2[25 µM]
COCC(=O)N1[C@H](C#N)[C@H](c2ccc(C#CCC3CCCC3)cc2)[C@H]1CO,-17[25 µM]
CCOC(=O)C1CCN(C(=O)Cn2cc(C(=O)C3CC3)c3ccccc32)CC1,2
Cc1noc(C)c1CN1C(=O)NC2(CCCCCCC2)C1=O,5
O=C(Cn1cc(C(=O)c2cccs2)c2ccccc21)NCC1CCCO1 (stereo not drawn),-1
CC(C)CC1NC(=O)N(CC(=O)Nc2ccc3c(c2)OCCO3)C1=O (stereo not drawn),25
CN(C)CCOC(=O)C12CC3(C)CC(C)(CC(C)(C3)C1)C2,6
COc1ccccc1C(C)Nc1ccc(S(=O)(=O)N2CCN(C)CC2)cc1[N+](=O)[O-] (stereo not drawn),-10
C[C@@H]1CCCCO[C@@H](CN(C)CC2CCCCC2)[C@@H](C)CN([C@H](C)CO)C(=O)c2cc(NS(C)(=O)=O)ccc2O1,-10[25 µM]
CC1(c2ccccc2)NC(=O)N(CC(=O)Nc2ccc(N3CCOCC3)cc2)C1=O (stereo not drawn),-1
O=C(NCC1CCCCC1)[C@@H]1[C@@H](CO)[C@@H]2Cn3c(ccc(-c4ccc(F)cc4)c3=O)[C@H]1N2,-18[25 µM]
O=C(CCCSc1nc2ccccc2[nH]1)NCc1ccco1,-1
Cc1ccc(NC2CCCN(C(=O)c3cc4ncccn4n3)C2)cc1C (stereo not drawn),4
CN1CCc2c(sc(NC(=O)c3ccc(S(=O)(=O)N4CCCC4)cc3)c2C(N)=O)C1,-6
N#C[C@H]1[C@@H](c2ccccc2-c2ccc(F)cc2)[C@H](CO)N1c1ncc(-c2ccccc2)s1,-6[25 µM]
Cc1ccc(S(=O)(=O)CCC(=O)Nc2nnc(-c3ccccc3S(C)(=O)=O)o2)cc1,16
CCN(CC)CCNC(=O)Cc1c(C(=O)O)n(C)c2ccccc12,0
CN(CC(=O)Nc1cccc(F)c1)C(=O)C1CCC(C(=O)N(C)CC(=O)Nc2cccc(F)c2)CC1 (stereo not drawn),0

# (continued)
SMILES,CD40 NFkB inh
C[C@H]1CN([C@@H](C)CO)C(=O)Cc2cc(NC(=O)CCC(F)(F)F)ccc2O[C@H]1CN(C)CC1CC1,-7[25 µM]
O=C(COC(=O)c1cccc(OC(F)F)c1)NC(=O)NC1CCCCC1,-11
O=C(NCc1ccc2c(c1)OCO2)c1cc([N+](=O)[O-])ccc1N1CCCCC1,0
O=C(COc1ccc(F)cc1)Nc1ccc(-n2cnnn2)cc1,1
Cc1ccc2c(c1)-c1c(cnn1CC(=O)N(Cc1ccco1)C1CCCCC1)CO2,18
c1ccc2c(c1)SCc1nnc(-c3ccncc3)n1-2,5
COCCN(C(=O)CSc1nnc(-c2ccc(C(C)(C)C)cc2)n1N)c1c(N)n(CC(C)C)c(=O)[nH]c1=O,-11
C[C@H](CO)N1C[C@H](C)[C@H](CN(C)S(=O)(=O)c2ccc(C(F)(F)F)cc2)OCc2ccccc2-c2ccccc2C1=O,15[25 µM]
Cc1cccc(NC(=O)C2CCCN(S(=O)(=O)c3cccc4nsnc34)C2)n1 (stereo not drawn),11
CC(=O)N(C)c1ccc(OCC(O)COc2ccc(N(C)C(C)=O)cc2)cc1,-8
O=C(c1cccc(S(=O)(=O)N2CCN(c3ccccc3)CC2)c1)N1CCCCCCC1,0
CCN1CCN(S(=O)(=O)c2cccs2)CC1,1
CN(C)CCNC(=O)c1ccc(Cl)c2cc3ccccc3nc12,80*
O=C1CCc2cc(S(=O)(=O)N3CCN(c4cccc(C(F)(F)F)c4)CC3)ccc2N1,2
Cc1ccc(C(C)C)c(OCC(=O)NNC(=O)CC2OC(=O)c3ccccc32)c1 (stereo not drawn),3
CCCCN(CC(=O)Nc1cccc(S(=O)(=O)N2CCCC2)c1)Cc1nc2ccccc2c(=O)[nH]1,7
Cc1ccc(OC(=O)N(C)C[C@@H]2OCc3ccccc3-c3ccccc3C(=O)N([C@@H](C)CO)C[C@H]2C)cc1,-3[25 µM]
COc1ccc2c3c(n(C)c2c1)[C@@H](CO)N(C(=O)CN(C)C)CC31CN(Cc2nccs2)C1,3[25 µM]
NS(=O)(=O)c1ccc(CCNC(=O)CCc2nc3sc4c(c3c(=O)[nH]2)CCCC4)cc1,6
O=C(Nc1ccc(S(=O)(=O)N2CCOCC2)cc1)c1cccnc1,8
CCc1cnc(N2[C@H](C#N)[C@H](c3ccc(C#Cc4ccccc4F)cc3)[C@H]2CO)s1,73*[25 µM]
COc1ccc(-c2cc3nc(C)cc(-c4ccc(OC)cc4)n3n2)cc1,-3
CSc1nnc(-c2ccc(NC(=O)CCc3ccccc3)cc2)n1C,10
O=C(COC(=O)CC1CC2CCC1C2)Nc1ccccc1Cl (stereo not drawn),-3
O=C(NCCCc1ccccc1)C1CC1,8

# (list continues)
SMILES,CD40 NFkB inh
Cc1cc(NC(=O)c2ccc(N3CCCC3)c([N+](=O)[O-])c2)no1,-19
O=C(O)CCCNS(=O)(=O)c1ccc(F)cc1,6
COc1ccc(-c2noc(CN(C)Cc3ccc(C)o3)n2)cc1,-6
CCOC(=O)N1CCC(N2CCCC(C(=O)c3ccc4cc(OC)ccc4c3)C2)CC1 (stereo not drawn),13
COc1ccccc1C(=O)NCCC(=O)N1CCN(c2ccc(C(F)(F)F)cn2)CC1,-1
Cn1nc(SCc2ccccc2)c(=O)[nH]c1=O,5
CCOC(=O)C1=C(COC(=O)c2cc(S(=O)(=O)N(C)C)ccc2C)NC(=O)NC1C (stereo not drawn),2
COc1ccc(S(=O)(=O)Nc2cc3c4c(c2)CCN4C(=O)CC3)cc1,-1
CC1=C(C(=O)OCC2CCCO2)C(c2ccsc2)C2=C(CC(C)(C)CC2=O)N1 (stereo not drawn),8
Cc1ccccc1NC(=O)N1CCCC(c2nc(-c3ccc(F)cc3)no2)C1 (stereo not drawn),-2
COc1ccc(N(CC(=O)N2CCCCCC2)S(=O)(=O)c2ccccc2)cc1,1
CC(=O)N(C)C[C@H]1[C@@H](c2ccc(-c3ccccc3)cc2)[C@@H](CO)N1C(=O)C1CC1,5[25 µM]
CC(C)Cc1ccc(C(C)CC2=CCC(CN(C)C)C2=O)cc1 (stereo not drawn),94*
NC(=S)N/N=C/c1ccc(-c2ccc([N+](=O)[O-])cc2)o1,-10
CCn1c(C)c(P(=O)(N2CCOCC2)N2CCOCC2)c2ccccc21,7
CCNC(COC(=O)c1ccc([N+](=O)[O-])cc1)C1CCCCC1 (stereo not drawn),12
Cc1ccc(S(=O)(=O)Nc2ccc3cn[nH]c3c2)cc1C,4
O=C(Nc1cccc(F)c1)N1C[C@H]2[C@@H](c3ccccc31)[C@H](CO)N2C(=O)Cc1ccccn1,7[25 µM]
CCOc1ccc(C(C(=O)NC2CCCC2)N(Cc2ccccc2)C(=O)c2nsc(Cl)c2Cl)cc1 (stereo not drawn),8
C[C@H]1CCCCO[C@H](CN(C)Cc2ccncc2)[C@@H](C)CN([C@@H](C)CO)C(=O)c2cc(NS(=O)(=O)c3ccc(Cl)cc3)ccc2O1,-3[25 µM]
O=C(CCc1ccccc1)Nc1nc2n(n1)C(c1ccccc1)CC(=O)N2 (stereo not drawn),0
O=C(Nc1ccc2c(c1)[C@@H]1C[C@@H](CC(=O)N3CCCCC3)O[C@H](CO)[C@@H]1O2)NC1CCCCC1,1[25 µM]
O=C(CCNC(=O)c1ccco1)Nc1ccc(N2CCOCC2)cc1,9
C[C@H](CO)N1C[C@H](C)[C@@H](CN(C)C(=O)c2ccncc2)OCc2ccccc2-c2ccccc2C1=O,-7
CCN(CC)S(=O)(=O)c1ccc(N2CC(C(=O)Nc3cccc(C(=O)NC4CC4)c3)CC2=O)cc1 (stereo not drawn),7

# The list continues.
SMILES,CD40 NFkB inh
Cc1c(C(=O)Nc2nccs2)oc2ccccc12,-78
CN(C)S(=O)(=O)c1ccc(C(=O)Nc2ccc3ncccc3c2)cc1,-83
O=S(=O)(c1ccc(NC(=S)NC23CC4CC(CC(C4)C2)C3)cc1)N1CCCCC1,-1
Cc1ccc(CNC(=S)Nc2ccc3c(c2)c(=O)n(C)n3Cc2cccc(C(F)(F)F)c2)cc1,19
O=C(Oc1ccc(NC2=NS(=O)(=O)c3ccccc32)cc1)c1cccnc1,8
CCOC(=O)CN=C/C(C(C)=O)=C(/C)O,-2
N#C[C@H]1[C@@H](c2ccc(-c3ccc(F)cc3)cc2)[C@@H](CO)N1C(=O)Cc1ccccc1,24
COc1ccc(OCCNc2cc(N3CCOCC3)ccc2[N+](=O)[O-])cc1,20
O=C1CCCc2c1nc(-c1ccccc1F)n2O,7
O=C(CCNS(=O)(=O)c1ccccc1)OCC(=O)c1ccc[nH]1,5
COc1ccccc1C#Cc1ccc2c(c1)[C@H]1[C@H](CCN1C(=O)c1ccncc1)[C@@H](CO)N2,-23[25 µM]
NNC(=O)c1ccc(COc2ccc3c(c2)CCC3)o1,-73

# Among those listed so far, these have an aryl methoxy group:
SMILES,CD40 NFkB inh
COc1ccc2c3c([nH]c2c1)[C@@H](CO)N(Cc1ccc(Cl)cc1)CC31CCN(Cc2nccs2)CC1,34[25 µM]
COc1cccc(CC(=O)Nc2ccc3c(c2)c(=O)n(C)n3-c2ccc(C(C)(C)C)cc2)c1,-3
COc1ccc(N(CC(=O)NCc2cccs2)S(=O)(=O)c2ccc(F)cc2)cc1,12
COc1ccc(S(=O)(=O)N2CCN(C(=O)c3cc(C)oc3C)CC2)cc1OC,1
COc1ccc(-c2ccc3c(c2)[C@@H]2[C@@H](CCN2C(=O)c2ccc4c(c2)OCO4)[C@@H](CO)N3C)cc1,-2[25 µM]
COc1ccccc1C(C)Nc1ccc(S(=O)(=O)N2CCN(C)CC2)cc1[N+](=O)[O-] (stereo not drawn),-10
COc1ccc2c3c(n(C)c2c1)[C@@H](CO)N(C(=O)CN(C)C)CC31CN(Cc2nccs2)C1,3[25 µM]
COc1ccc(-c2cc3nc(C)cc(-c4ccc(OC)cc4)n3n2)cc1,-3
COc1ccc(-c2noc(CN(C)Cc3ccc(C)o3)n2)cc1,-6
CCOC(=O)N1CCC(N2CCCC(C(=O)c3ccc4cc(OC)ccc4c3)C2)CC1 (stereo not drawn),13
COc1ccccc1C(=O)NCCC(=O)N1CCN(c2ccc(C(F)(F)F)cn2)CC1,-1
COc1ccc(S(=O)(=O)Nc2cc3c4c(c2)CCN4C(=O)CC3)cc1,-1
COc1ccc(N(CC(=O)N2CCCCCC2)S(=O)(=O)c2ccccc2)cc1,1
COc1ccc(OCCNc2cc(N3CCOCC3)ccc2[N+](=O)[O-])cc1,20
COc1ccccc1C#Cc1ccc2c(c1)[C@H]1[C@H](CCN1C(=O)c1ccncc1)[C@@H](CO)N2,-23[25 µM]
